Screens: PubChem BioAssay, National Center for Advancing Translational Sciences (NCATS)
RXFP1 antagonist: blocks the human relaxin receptor RXFP1 | HEK293-RXFP1, relaxin-stimulated cAMP HTRF, 30 min; active compounds read low | hit rate 0.59% among 350,000 | AID 1259400 | activity change, negative = inhibition, % at 57.5 µM;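 active = activity change of -60% or lower, but not beyond a set lower limit; inconclusive = change between -60% and -40%, or beyond the set limit; inactive = change above -40%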; note: % is set by controls: 0 for no effect and ±100 for the full control effect
POLK inh: blocks human DNA polymerase kappa activity. Q9UBT6. purified Pol kappa, fluorescent DNA synthesis assay, 10 min. Potency, µM (series often up to 107 µM), inactives show at the highest dose activity, negative = inhibition, actives largely listed as inhibitors. hit rate 0.53% among 400,000. AID 588579; note: potency is the fitted concentration of half-maximal effect; % is set by controls: 0 for no effect and ±100 for the full control effect
Target sequence (Q9UBT6 whole entry, looked up): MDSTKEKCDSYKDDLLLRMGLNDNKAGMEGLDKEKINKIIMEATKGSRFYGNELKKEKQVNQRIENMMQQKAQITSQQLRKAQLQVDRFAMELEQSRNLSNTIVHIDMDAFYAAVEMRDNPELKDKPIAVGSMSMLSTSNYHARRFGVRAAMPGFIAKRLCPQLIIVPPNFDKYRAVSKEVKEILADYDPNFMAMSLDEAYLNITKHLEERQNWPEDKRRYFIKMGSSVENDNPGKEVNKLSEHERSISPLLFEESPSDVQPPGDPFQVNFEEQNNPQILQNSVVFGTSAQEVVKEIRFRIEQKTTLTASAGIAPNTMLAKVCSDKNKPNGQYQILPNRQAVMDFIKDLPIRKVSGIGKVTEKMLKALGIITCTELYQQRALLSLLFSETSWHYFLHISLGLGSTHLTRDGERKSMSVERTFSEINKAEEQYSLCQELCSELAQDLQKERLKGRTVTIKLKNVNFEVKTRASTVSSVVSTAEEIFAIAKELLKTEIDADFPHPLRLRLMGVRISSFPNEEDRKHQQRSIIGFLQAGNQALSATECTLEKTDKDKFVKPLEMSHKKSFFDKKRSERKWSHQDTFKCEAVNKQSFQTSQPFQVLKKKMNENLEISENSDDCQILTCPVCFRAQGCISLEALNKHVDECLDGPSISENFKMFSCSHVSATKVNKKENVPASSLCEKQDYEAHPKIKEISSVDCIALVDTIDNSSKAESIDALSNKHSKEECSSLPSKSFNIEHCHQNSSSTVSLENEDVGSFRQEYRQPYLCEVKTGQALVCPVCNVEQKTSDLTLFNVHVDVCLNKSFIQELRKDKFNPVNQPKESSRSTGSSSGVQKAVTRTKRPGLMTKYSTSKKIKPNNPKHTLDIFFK
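50 nM final substrate added after 15 min RT preincubation of 10 nM Pol kappa with compound; fluorescence read at 0 and 10 min.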
BLM helicase inh: blocks DNA unwinding by human BLM helicase. P54132. recombinant BLM DNA unwinding, fluorescence dequenching. Potency, µM (top dose mostly 56.1 µM), for the others: at the highest dose activity change, negative = inhibition, usual class: inhibitors. hit rate 0.2% among 350,000. AID 2528;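 note: potency is the fitted concentration of half-maximal effect; plate controls were vehicle for no effect and no enzyme for full effect; nearly all actives have a fitted effect of over 35% in size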
POLH inh: blocks human DNA polymerase eta activity. Potency, µM (highest dose often 114 µM), for inactives: top-dose activity change, negative = inhibition, most hits filed as inhibitors. hit rate 1.2% among 390,000. recombinant Pol eta, fluorescent DNA replication assay. Q9Y253; note: potency is the fitted concentration of half-maximal effect; % is set by controls: 0 for no effect and ±100 for the full control effect
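Fluorescent replication assay: 50 nM final substrate added after a 15 min room-temperature compound preincubation with 10 nM enzyme. Signal taken at 0 min and again at 10 min.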
APEX1 inh: APE1 (human) endonuclease inhibition; P27695; recombinant APE1, TAMRA/BHQ-2 abasic DNA cleavage fluorescence; Potency, µM (highest dose often 65.8 µM), without a hit: at the top dose activity change, negative = inhibition, hits mostly inhibitors; hit rate 0.35% among 350,000; AID 2517;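 note: potency is the fitted concentration of half-maximal effect; plate controls were vehicle for no effect and reference inhibitor for full effect; nearly all actives have a fitted effect of over 55% in size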
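APE1 at 0.75 nM final was preincubated with compound 15 min at room temperature, then 50 nM double-stranded THF abasic-site substrate (5'-TAMRA/3'-BHQ-2) was added. Fluorescence (ex 525/em 598 nm) was read kinetically; third-minus-first read gave activity.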
POLI inh: inhibitors of human DNA polymerase iota. Q9UNA4. hit rate 1% among 390,000. Potency, µM (top dose mostly 115 µM), inactives show at the top dose activity, negative = inhibition, actives largely listed as inhibitors. AID 588590. Pol iota fluorescent replication assay, 10 min; note: potency is the fitted concentration of half-maximal effect
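Fluorescent replication assay read twice, at 0 min and 10 min after adding 50 nM (final) substrate. Enzyme (10 nM) and compounds were first incubated 15 min at room temperature; enzyme-free buffer wells were negative controls.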
Pol beta inh: DNA polymerase beta (human) inhibition | Pol beta primer extension/strand displacement, fluorescence kinetic | hit rate 1.3% among 340,000 | Potency, µM (series often up to 114 µM), without a hit: at the highest dose activity change, negative = inhibition, usual class: inhibitors; note: potency is the fitted concentration of half-maximal effect; % is set by controls: 0 for no effect and ±100 for the full control effect
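Enzyme-only controls used 10 nM Pol beta; buffer lacking enzyme served as negative control. Compound preincubated 15 min, then 50 nM substrate added; 0 and 10 min reads at room temperature.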
Tb PGK inh: blocks T. brucei phosphoglycerate kinase. PGK/GAPDH coupled, Kinase-Glo luminescence, 60 min. Potency, µM (series often up to 57.5 µM), for inactives: top-dose activity change, negative = inhibition, most hits filed as inhibitors. hit rate 0.043% among 380,000; note: potency is the fitted concentration of half-maximal effect; % is set by controls: 0 for no effect and ±100 for the full control effect; nearly all actives have a fitted effect of over 60% in size
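Luminescent ATP detection (Kinase-Glo Plus) follows a 60-minute room-temperature incubation, with wells lacking PGK as controls. Buffer: 100 mM TEA (pH 7.6), 5 mM MgCl2, 0.01% Tween-20. Coupling enzyme GAPDH (100 nM final) supplies unstable 1,3-BPG in-well.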
Apoferritin bind: candidate novel general anesthetic via apoferritin binding. P02791. apoferritin/1-aminoanthracene competitive binding, fluorescence. Potency, µM (titrated, usually from 77.5 µM), without a hit: at the top dose activity change, negative = displacement, actives largely listed as inhibitors. hit rate 0.074% among 350,000; note: potency is the fitted concentration of half-maximal effect; % is set by controls: 0 for no effect and ±100 for the full control effect; nearly all actives have a fitted effect of over 20% in size
Target sequence (P02791 2-175 limits assumed): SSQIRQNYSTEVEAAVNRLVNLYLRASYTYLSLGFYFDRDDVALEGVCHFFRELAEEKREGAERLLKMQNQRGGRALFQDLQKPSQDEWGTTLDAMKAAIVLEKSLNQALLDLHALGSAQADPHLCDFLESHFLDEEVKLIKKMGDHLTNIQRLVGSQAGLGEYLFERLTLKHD
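Concentration-response curves derived by four-parameter Hill fitting of normalized fluorescence, where compounds displaced 1-AMA from 10 uM horse apoferritin following a brief 10 min room-temperature incubation; propofol titration acted as positive control.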
Starred values were filed as active, the others as inactive; i = inactive; ? = inconclusive; / = not tested or not shown; [ ] = dose if it differs, or a comment. Unless noted, calls come from the whole dose curve; as a rule, active = well fitted curve in the direction sought with a large enough effect; inconclusive = small, poorly fitted or top-dose-only effect, or another doubt; inactive = no such curve, though single readings can be large; an effect the other way counts as inactive or inconclusive. An excerpt (hit frequency here may not be typical).

Fields – RXFP1 antagonist | POLK inh | BLM helicase inh | POLH inh | APEX1 inh | POLI inh | Pol beta inh | Tb PGK inh | Apoferritin bind
O=C(NCCN1CCOCC1)c1ccccc1-c1ccccc1
    19 | -22% | -2% | 7% | 3% | 8% | 6% | 1% | -7%
S=c1[nH]cc(Oc2ccc(Cl)cc2Cl)c(=S)[nH]1
    23 | -8% | / | -5% | / | 11% | / | -1% | /
NS(=O)(=O)c1ccc(NC(=O)COC(=O)c2cn(-c3ccccc3)nc2-c2ccc(F)cc2)cc1
    -13 | -16% | 1% | -9% | -3% | -9% | 0% | -6% | -12%
N#Cc1ccccc1NC(=S)Nc1ccc(F)cc1
    -10 | 7% | -1% | -13% | -2% | 31%[activator] | 0% | -4% | -4%
O=C(NCC1CCCO1)c1cccc(NS(=O)(=O)c2ccccc2)c1 (stereo not drawn)
    -2 | -14% | / | -22% | 18% | 4% | / | -4% | /
CCOC(=O)[C@H]1[C@H]2COc3ccc(C)cc3[C@@H]2N2C(=O)c3ccc(C)cc3NC(=O)[C@@]12C
    / | 4% | / | -22% | 19% | -5% | / | i | /
C=CCN1C(=O)C(CC(=O)O)SC1=Nc1ccc(N=Nc2ccccc2)cc1 (stereo not drawn)
    3 | -18% | -1% | 1% | 7% | 22% | 4% | -3% | -19%
COC(=O)/C(N=Nc1c(C)n(C)n(-c2ccccc2)c1=O)=C(\C)O
    -7 | -2%[60.1 µM] | 4% | 3% | 0% | 5% | 4% | -3% | -3%
c1ccc(N2CCN(c3ncnc4[nH]ncc34)CC2)cc1
    0 | -5%[60.1 µM] | 2% | 13% | / | -4% | 1% | 3% | -7%
COc1ccccc1C(=O)NC(=S)Nc1ccc(NC(=O)c2ccco2)cc1
    -31 | -4% | -4% | -8% | -4% | 4% | 1% | -4% | -17%

Next part
Fields – RXFP1 antagonist | POLK inh | BLM helicase inh | POLH inh | APEX1 inh | POLI inh | Pol beta inh | Tb PGK inh | Apoferritin bind
Cc1cccc(CNC(=O)C2CCC(=O)N(C3CCCCCC3)C2)c1 (stereo not drawn)
    -3 | 2% | 2% | -6% | 1% | 21% | 65% | 8% | -6%
COc1cc(Br)c(Br)c(Br)c1N
    -18 | -5% | -8% | -6% | -4% | 47%[activator] | -14% | 2% | -19%
Cc1nc2ccccc2c(=O)n1/N=C/c1cc(Br)ccc1O
    -4 | 0% | -19% | -1% | -7% | 39%[activator] | 12% | -4% | -6%
Cc1ccc(CN(C(=O)COc2c(C)cccc2C)C2CCS(=O)(=O)C2)o1 (stereo not drawn)
    -9 | 16% | 1% | / | / | -7% | 24% | / | -11%
CC1CCN(C(=O)C2CCCN(c3ncnc4c3nc3n4CCCCC3)C2)CC1 (stereo not drawn)
    33 | -10% | 1% | -9% | 42% | 36%[activator] | -22% | 1% | -8%
CC1(C)C(=O)Nc2ccccc2N1C(=O)COC(=O)Cc1ccc(Cl)c(Cl)c1
    11 | -16% | / | -9% | -12% | ? | / | -4% | /
Cc1ccccc1C(=O)NC(=S)Nc1ccc(N2CCOCC2)cc1
    -7 | -3% | -3% | -12% | -5% | ? | 1% | -3% | -13%
Cc1nc2ccccn2c1-c1ccnc(=S)[nH]1
    -12 | 4% | -3% | -13% | 2% | 32%[activator] | ? | i | -8%
CCn1c(/C=C/c2ccc(O)cc2)nc2ccccc2c1=O
    -71* | -5% | -8% | -7% | 27% | 146%[activator] | -8% | 17% | -8%
Cc1ccc(CN2C(=O)CCC2C(=O)NCCN2CCOCC2)cc1 (stereo not drawn)
    -7 | -4% | 2% | -18% | -4% | -5% | 0% | -4% | -8%

Next part.
Fields – RXFP1 antagonist | POLK inh | BLM helicase inh | POLH inh | APEX1 inh | POLI inh | Pol beta inh | Tb PGK inh | Apoferritin bind
CCc1sc(NS(C)(=O)=O)nc1-c1ccccc1
    3 | -4% | -2% | -3% | 6% | 1% | 3% | -9% | -8%
COC(=O)c1c[nH]n2c(=O)cc(C)nc12
    7 | -1% | 2% | -4% | -2% | 22% | 10% | -1% | -4%
COc1cccc(C(=O)NC(=S)Nc2ccc3c4c(cccc24)CC3)c1
    6 | -4% | -6% | -9% | -2% | 13% | 3% | 5% | -20%
CCOc1ccc2nc(-c3ccccc3)[nH]c2c1
    2 | -1% | -7% | -11% | -4% | -9% | -1% | -7% | -10%
Cc1cccc(C)c1NC(=O)CCC(=O)N1Cc2ccccc2Oc2ncccc21
    -3 | -2% | 3% | -6% | / | -19% | -30% | -5% | ?
Cc1noc(C)c1S(=O)(=O)Nc1ccc(C(=O)N2CCN(c3cccc(Cl)c3)CC2)cc1
    3 | -8% | -7% | -1% | -2% | -1% | ? | -1% | -14%
O=C(Nc1cccc2ccccc12)N1N=CCC1c1ccccc1 (stereo not drawn)
    -9 | -3% | -6% | -16% | -2% | 80%[activator] | 10% | 0% | -10%
Cc1ccc(Oc2ccccc2)c(NC=O)c1
    -5 | 7% | -6% | -13% | 1% | -20% | 13% | -2% | -21%
CCOc1cc(/C=N/NC(=O)c2cc(C)n(-c3ccc(F)cc3)c2C)ccc1O
    -7 | -7% | -20% | -15% | -6% | 21% | ? | -2% | -2%
Cc1ccc2c3c(c(SCC(=O)Nc4nccs4)nc2c1)CCCC3
    / | / | 3% | / | 0% | / | 9% | / | -7%

(continued)
Fields – RXFP1 antagonist | POLK inh | BLM helicase inh | POLH inh | APEX1 inh | POLI inh | Pol beta inh | Tb PGK inh | Apoferritin bind
Cc1nnsc1C(=O)NCc1c(F)cccc1Cl
    -3 | -11% | -4% | 7% | 0% | ? | 22% | -3% | -17%
CC(C)CCN1CCN=C1Nc1ccccc1
    / | 4% | 1% | -2% | 10% | -14% | -8% | -1% | -5%
C=CCOC(=O)C(=C)C
    / | 17%[60.1 µM] | -3% | / | -6% | / | / | / | 0%
Cc1ccccc1-c1nc(CNC(=O)NC2CCCCC2)c(C)o1
    5 | -10%[60.1 µM] | 1% | -15% | / | 23% | 4% | 10% | -1%
CCS(=O)(=O)Nc1cccc(C2=NN(S(=O)(=O)CC)C(c3cccs3)C2)c1 (stereo not drawn)
    13 | 9% | 1% | -13% | 22% | 36%[activator] | 14% | -5% | -18%
CCCCNC(=O)NNC(=O)C1CC1(c1ccccc1)c1ccccc1 (stereo not drawn)
    -1 | -15%[60.1 µM] | -2% | -20% | -4% | 2% | 1% | -3% | 4%
COC(=O)c1cc2c(s1)-c1ccc(OC)cc1CC2
    3 | -14% | -10% | -14% | 9% | 5% | 1% | -11% | 118%[activator]
CCOC(=O)c1c(C)[nH]c(C(=O)OCC(=O)NC(C)C)c1C
    -9 | 7% | 2% | -3% | 4% | 25% | 2% | -14% | 1%
O=c1cc(CO)occ1OCc1cccc(F)c1
    4 | -11% | -3% | -15% | 6% | 22% | 0% | -4% | -12%
CCOC(=O)[C@@H]1[C@H]2COc3ccc(Br)cc3[C@@H]2N2C(=O)N(c3cccc(F)c3)C(=O)[C@@]12C
    / | 1% | -8% | -15% | 4% | -8% | 6% | -1% | -2%

(list continues)
Fields – RXFP1 antagonist | POLK inh | BLM helicase inh | POLH inh | APEX1 inh | POLI inh | Pol beta inh | Tb PGK inh | Apoferritin bind
Cc1nn(CCc2n[nH]c(=S)n2-c2ccc(F)cc2)c(C)c1[N+](=O)[O-]
    49 | -2% | 0% | -3% | 14% | 0%[58.9 µM] | 22% | i | -8%
CCN(CC(=O)NCc1ccc(Cl)cc1)C(=O)CNS(=O)(=O)c1ccc(NC(C)=O)cc1
    -13 | -10% | -3% | -13% | 23% | 4% | 6% | -9% | -16%
COc1ccc(NC(=S)N2CCC(NC(=O)c3ccc(F)cc3)CC2)cc1
    3 | 0% | -1% | -3% | 33% | 15% | 19% | i | 1%
CN(c1ccccc1)S(=O)(=O)c1ccc(NC(=S)NC(=O)C2CC2)cc1
    -8 | -14% | -9% | -11% | -11% | 4% | 38% | -8% | -8%
Cc1cccc(Nc2c(-c3ccc(O)cc3)nc3ncccn23)c1
    -10 | -3% | -5% | -16% | ? | 16% | 2% | 8% | 3%
Cc1ccc(C(=O)C2C(=O)c3ccccc3C2=O)cc1
    -22 | -1%[60.1 µM] | -1% | 3% | -4% | -14% | 13% | -5% | -19%
O=C(Nc1ccc(F)c(F)c1)c1cc(S(=O)(=O)N2CCc3ccccc32)ccc1F
    -11 | -13%[60.1 µM] | -11% | -9% | / | -27% | -1% | 0% | -14%
CC(NCc1ccc(F)cc1)C(=O)NC1CCCCC1 (stereo not drawn)
    2 | -5% | -4% | 1% | 19% | 60%[activator] | 19% | -2% | -10%
O=C(Oc1ccccc1)c1cccnc1Oc1ccccc1
    1 | 1% | -9% | -15% | -5% | -12% | -4% | 1% | -2%
COc1ccc(CCNS(=O)(=O)c2ccc3c(c2)NC(=O)CO3)cc1OC
    11 | -14% | -6% | 8% | 29% | -6% | -1% | 0% | -4%

Remaining list, next part
Fields – RXFP1 antagonist | POLK inh | BLM helicase inh | POLH inh | APEX1 inh | POLI inh | Pol beta inh | Tb PGK inh | Apoferritin bind
CCCCc1c(O)nc(SCC(=O)N2CCOCC2)n(-c2ccc(OC)cc2)c1=O
    -2 | 6% | -2% | -5% | 13% | 27% | 41% | -2% | -8%
Nc1nc2nn(-c3ccccc3)nc2c(=O)[nH]1
    0 | 9% | -8% | -10% | 0% | 45%[activator] | -2% | -3% | -7%
Cc1nnc2n1N=C(c1ccc(OC(F)F)cc1)C(C)S2 (stereo not drawn)
    -4 | 6% | -4% | -9% | 40% | -15% | 3% | 0% | -6%
Cc1ccc(/C=C/c2nc3sc(C(=O)O)c(C)c3c(=O)[nH]2)cc1[N+](=O)[O-]
    -13 | -7% | -9% | 40µM* | 8.4µM* | 1% | ? | i | 9%
O=C(Nc1ccccc1)c1cc(-n2cnnc2)ccc1Cl
    25 | -3% | -1% | -5% | -5% | 10% | 2% | -5% | -6%
COc1ccccc1NC(=O)C1CCCN(c2nnc(C)c3c(C)n(-c4ccccc4)nc23)C1 (stereo not drawn)
    -17 | -17% | 5% | -4% | / | -8% | 0% | i | -9%
O=C(c1cnn(C(=O)c2ccccc2)c1)c1ccccc1O
    8 | -4% | 0% | -18% | -5% | 14% | 0% | -14% | 2%
